Assay outcomes: PubChem, National Center for Advancing Translational Sciences (NCATS)
ALOX12 inh – inhibitors of human 12S-lipoxygenase ALOX12; AID 1671190; P18054; Potency, µM (highest dose often 108 µM), for the others: top-dose activity change, negative = inhibition, usual class: inhibitors; purified 12hLO, xylenol orange hydroperoxide absorbance; 1.1% of 580,000 active; active = well fitted inhibition curve with a large enough effect; inconclusive = small, poorly fitted or top-dose-only effect, or another doubt; inactive = no such curve, though single readings can be large or run the other way
Target sequence (P18054 whole entry, looked up): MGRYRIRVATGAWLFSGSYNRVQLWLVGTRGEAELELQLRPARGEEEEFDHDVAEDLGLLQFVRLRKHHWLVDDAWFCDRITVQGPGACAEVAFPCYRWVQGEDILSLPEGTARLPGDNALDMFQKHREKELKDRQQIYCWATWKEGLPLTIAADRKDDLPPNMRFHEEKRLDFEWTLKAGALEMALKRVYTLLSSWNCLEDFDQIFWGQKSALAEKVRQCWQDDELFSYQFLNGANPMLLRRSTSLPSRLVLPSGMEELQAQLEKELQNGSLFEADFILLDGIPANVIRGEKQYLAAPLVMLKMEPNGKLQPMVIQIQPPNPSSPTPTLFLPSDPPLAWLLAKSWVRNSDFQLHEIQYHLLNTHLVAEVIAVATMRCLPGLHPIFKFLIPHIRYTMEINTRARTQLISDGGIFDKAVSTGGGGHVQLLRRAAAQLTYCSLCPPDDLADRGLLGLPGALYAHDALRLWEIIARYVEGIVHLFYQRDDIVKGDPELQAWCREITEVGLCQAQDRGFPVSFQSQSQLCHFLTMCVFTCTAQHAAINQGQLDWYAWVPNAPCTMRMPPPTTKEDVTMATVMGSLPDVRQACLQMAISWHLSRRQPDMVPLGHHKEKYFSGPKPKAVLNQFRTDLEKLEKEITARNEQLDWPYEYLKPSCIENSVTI
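Hydroperoxide product was detected by ferrous iron/xylenol orange as the 573 to 405 nm absorbance ratio. Arachidonic acid at 40 uM (final) was turned over for 30 min at room temperature by 150 nM human 12hLO, pH 7.0 Hepes buffer, after 15 min compound preincubation.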
The depositor's hits bear a star; ? = inconclusive; [ ] = another dose, or the depositor's remark. % is set by controls: 0 for no effect and ±100 for the full control effect; potency is the fitted concentration of half-maximal effect. Some of the compounds tested; the hit share may differ from the screen's.

SMILES	ALOX12 inh
O=C(O)C(c1c[nH]c2ccc(Cl)cc12)N1CCN(CCOc2ccc(Cl)cc2)CC1 (stereo not drawn)	?
CCCCCCCCN1C(=O)[C@@H](CC(=O)NCC23CC4CC(CC(C4)C2)C3)C[C@@]2(C(=O)OC)C1=C[C@H](C1CCCC1)O[C@@H]2C	-12%
COc1ccc(CNC(=O)Cc2cccc(C(F)(F)F)c2)cc1OC	-27%
NS(=O)(=O)c1ccc(N/N=C/c2ccccc2Cl)c([N+](=O)[O-])c1	2%
COc1cc(C(=O)NC2CCCc3c2[nH]c2c(Cl)cccc32)cc(OC)c1OC (stereo not drawn)	?
Nc1ccc(C(=O)NNC(=S)Nc2ccccc2)cc1	-4%
CO[C@H]1[C@H](NC(=O)Cc2ccccc2)c2ccccc2C12CCN(C(=O)COc1ccccc1)CC2	25%
CCC(=O)N1CCc2sc(C(=O)NC3CCCCCC3)cc2C1	25%
NCC(=O)N[C@H]1CN(c2nccc(C(F)(F)F)n2)C[C@@H]1C1CC1	35%
COCC1CN(C(C)=O)CC12CCN(S(=O)(=O)c1ccc(C#N)cc1)CC2 (stereo not drawn)	19%
CCN(C(=O)c1ccc2c(=O)n3c(nc2c1)CCCCC3)c1ccccc1	44%[activator]
COc1ccc(S(=O)(=O)NC[C@@H]2C=C(C)[C@H](CC(=O)N3CCN(C)CC3)C[C@H]2C(C)C)cc1	-3%
COc1cc(Cl)ccc1OCc1nc2c(n1Cc1ccccc1)C(=O)N(CC1CCOCC1)CCN2	46%[activator]
O=C(COc1ccc([N+](=O)[O-])cc1Cl)c1ccc2c(c1)OCCO2	?
CO[C@@H]1CN(C)C(=O)c2cc(NC(=O)Nc3ccc(Cl)cc3)ccc2OC[C@H](C)NC[C@H]1C	?
COC(=O)Cc1nnn2c1[C@H](C)[C@H](c1ccccc1[N+](=O)[O-])OCC2	-14%
CC(=O)Nc1cccc(-c2csc(Nc3cccc(O)c3)n2)c1	?
CCn1c(C)cc(C(=O)COC(=O)c2csc(NCc3ccccc3)n2)c1C	?
COCCN1C(=O)NC(c2cccc(Cl)c2Cl)C(C(=O)Nc2cc(C)on2)=C1C (stereo not drawn)	?
CCn1cnc2c1c(=O)n(CC(=O)N(C)CC(=O)N1CCOCC1)c(=O)n2Cc1ccccc1	16%

A second format for two compounds above.
SMILES | ALOX12 inh
CCN(C(=O)c1ccc2c(=O)n3c(nc2c1)CCCCC3)c1ccccc1 | 44%[activator]
COc1ccc(S(=O)(=O)NC[C@@H]2C=C(C)[C@H](CC(=O)N3CCN(C)CC3)C[C@H]2C(C)C)cc1 | -3%

Later entries.
SMILES	ALOX12 inh
COc1cccc(Nc2ccc3nnc(-c4cc(OC)ccn4)n3n2)c1	36%[activator][176 µM]
Cc1ccccc1OCC(=O)N1CCc2nc3cc[nH]n3c(=O)c2C1	0%
COCC1CN(C(C)=O)CC12CCN(Cc1c[nH]c3ccccc13)CC2 (stereo not drawn)	1%
O=C1CC(c2noc(-c3cc(F)ccc3F)n2)CN1c1ccc(F)cc1 (stereo not drawn)	4%
COc1ccc(OC)c(NC(=O)c2c(-n3cnnn3)sc(C)c2C)c1	19%
CCSc1oc(-c2ccc(F)cc2)nc1S(=O)(=O)c1ccc(F)cc1	-8%
O=S(=O)(O)CCl	-14%
CC(C)CNC(=O)c1ccc2c(c1)NC(C)(COc1ccc3[nH]ccc3c1)CO2 (stereo not drawn)	-1%[176 µM]
CCCCCCCCCCC(=O)Nc1cccnc1	3%
CNC(=O)c1ccc(CNC(=O)Cn2nc(C)n(Cc3ccccc3)c2=O)o1	-1%
NCc1ccccc1-c1cccc(C(F)(F)F)c1	3%[12.5 µM]
CN(CC(=O)NCCc1cccc2ccccc12)c1ncnc2nc[nH]c12	7%
CN1Cc2nc(NCCOc3ccccc3)ccc2OCC1=O	-10%[176 µM]
N#Cc1cccc(C(=O)NC2CCc3nnc(C4CC4)n3CC2)c1 (stereo not drawn)	57%[activator]
CCCS(=O)(=O)N1C[C@@H](Oc2ccccc2)C[C@H]1C(=O)NCCOC	76%[activator]
CN1CCCN(C(=O)CCC[C@H]2NC[C@@H]3C[C@H]2CN(Cc2ccccc2)C3)CC1	38%[activator]
O=C(C(=O)N1CCN(S(=O)(=O)c2ccc(C(F)(F)F)cc2)CC1)c1cccc(C(F)(F)F)c1	-4%
COCCc1noc(CC2CCOC3(CCN(C(=O)C4CCOCC4)CC3)C2)n1 (stereo not drawn)	7%
CN(C)Cc1nnc(C2CC(NC(=O)c3nc4ccccc4[nH]3)C2)n1C (stereo not drawn)	36%[activator]
CC(=O)N1CCN(C(C(=O)O)c2c[nH]c3cc(Br)ccc23)CC1 (stereo not drawn)	?
O=C(CCCc1ccccc1)N1CC2CC(C1)[C@H]1CCCC(=O)N1C2 (stereo partly drawn)	?
Cc1ccc(NC(=O)N2CCC(CCNC(=O)CCCc3ccccc3)CC2)cc1	-7%
CCn1cnc2c1c(=O)n(CC(=O)N1CCCc3ccccc31)c(=O)n2Cc1ccccc1	3%
CC1(c2cccnc2)N(CCOc2ccccc2)C(=O)OC12CCN(C(=O)Cc1cccc(F)c1)CC2 (stereo not drawn)	8%
CN(C)C(=O)CN1CCCC(N2CCN(c3cccc(C(F)(F)F)c3)CC2)C1 (stereo not drawn)	40%[activator]
Cc1ccc(COC(=O)Cn2cnc3c2c(=O)n(C)c(=O)n3C)cc1	-13%
Cc1ccc(C(=O)O)cc1-c1ccc(C=O)o1	3%
c1cc(CNC2CC2)c2cc[nH]c2c1	8%
CCN1CCCC1CNCc1cccs1 (stereo not drawn)	?
Cn1ccnc1C(=O)N1CCCC1c1nc(CCOCC2CCCC2)no1 (stereo not drawn)	9%

6 entries already listed, ordered by count of non-hydrogen atoms, low to high.
SMILES	ALOX12 inh
c1cc(CNC2CC2)c2cc[nH]c2c1	8%
CCN1CCCC1CNCc1cccs1 (stereo not drawn)	?
Cc1ccc(C(=O)O)cc1-c1ccc(C=O)o1	3%
CN(C)C(=O)CN1CCCC(N2CCN(c3cccc(C(F)(F)F)c3)CC2)C1 (stereo not drawn)	40%[activator]
Cc1ccc(NC(=O)N2CCC(CCNC(=O)CCCc3ccccc3)CC2)cc1	-7%
CCn1cnc2c1c(=O)n(CC(=O)N1CCCc3ccccc31)c(=O)n2Cc1ccccc1	3%

Other records.
SMILES	ALOX12 inh
O=Cc1ccc2c(c1)OCCOCCOCCO2	-7%
O=C(Cc1nc(-c2c[nH]c(C(=O)N3CCCC3)c2)cs1)NCc1ccccc1	3%
Cc1nc(-c2cnccn2)n(CC(=O)Nc2ccccc2)c(=O)c1C	48%[activator]
COCCN1C(=O)[C@H]2CN(Cc3ccc(F)c(F)c3)C[C@H]2C1=O	21%
COc1ccc(-c2nc(SCC(=O)Nc3cccc(C(F)(F)F)c3)n[nH]2)cc1	?
CCn1c(CSc2n[nH]c(-c3ccc(C)cc3)n2)nc2cc(S(=O)(=O)N(C)C)ccc21	-11%
O=C(O)C[C@@H]1CCN(C(=O)C2CC2)C[C@@H]1CCN1CCC(C(=O)O)CC1	3%[176 µM]
O=c1ccc(CN2CCN(c3ccccc3F)CC2)cn1CC1CC1	9%
O=C(NCCc1c[nH]c2ccccc12)c1cccc(F)c1	-1%
N#Cc1cccc(C(=O)NCC(=O)N2CCCCCNC(=O)CC2c2ccccc2)c1 (stereo not drawn)	16%
O=C1C=CN(S(=O)(=O)c2ccc(Cl)cc2)C(c2cccs2)C1 (stereo not drawn)	?
CCN1C(SCC(=O)N2CCCC2)=NS(=O)(=O)c2ccccc21	-4%
Cc1ccc(/C=C/C(=O)NC2CCc3ccccc32)o1 (stereo not drawn)	?
Cc1nc(N/C(N)=N/S(=O)(=O)c2ccc3ccccc3c2)nc2ccccc12	-2%
CC(C)CC(=O)Nc1ccc(C(N)=O)c(Cl)c1	?
CC(=O)c1ccc(-c2cc(F)cc3c2OC(CNC(=O)c2ccc[n+]([O-])c2)C3)s1 (stereo not drawn)	-1%
Cc1ccc(C(=O)N2CC=C(c3c[nH]c4ccccc34)CC2)cc1	?
COc1ccc(-c2noc(-c3cccn3CC(=O)Nc3cc(F)ccc3Cl)n2)cc1F	55%[activator]
O=S(=O)(O)CCSSCCS(=O)(=O)O	-20%[57.4 µM]
O=C(Cn1ccc2ccc(F)cc21)Nc1ccc(CCO)cc1	-14%
Cn1nc(C(=O)N2C[C@@H](Oc3cccnc3)C[C@H]2C(=O)N2CCOCC2)c2ccccc21	38%[activator]
CC(=O)N(c1cccc(C)c1)c1nc(COc2ccccc2C(N)=O)cs1	?
Cc1cc(C)nc(NNC(=O)CCNC(=O)c2ccccc2C)n1	-4%
O=C(OCC1C(COC(=O)c2ccncc2)C1(Cl)Cl)c1ccncc1 (stereo not drawn)	-16%
O=C(C[C@@H]1C=C[C@@H](NC(=O)C2CC2)[C@@H](CO)O1)NCc1ccccc1Cl	-5%
N#Cc1c(OCC(=O)N2CCCCC2)nc(-c2ccco2)c2c1CCC2	-15%
NS(=O)(=O)c1ccc(NN=C2CCCC2)c([N+](=O)[O-])c1	61%[activator]
CC(C)CNC(=O)N1CC(Oc2ccccc2-c2nc(-c3ccccc3)no2)C1	?
CN(C)c1nc(OCC#N)nc(N2CCOCC2)n1	11%
CC(=O)N1C[C@@H](C(=O)NCCc2c(C)noc2C)[C@H](c2nc(C)no2)C1	55%[activator]
Cc1cccc(C)c1NC(=O)C(c1ccnc2ccccc12)N1CCN(CCN(C)C)CC1 (stereo not drawn)	13%
C[C@H](C(=O)N1CCCC1)[C@@H]1CC[C@@]2(C)Cc3sc(-c4ccsc4)nc3[C@@H](C)[C@@H]2[C@H]1O	3%
NC(Cc1ccc(OC(F)(F)F)cc1)C(=O)O (stereo not drawn)	-21%
COC(=O)c1ccc(CN2CCOc3ccc(C(O)c4cccnc4)cc3C2)cc1 (stereo not drawn)	18%
N#CC[n+]1cccc(-c2ccccc2)c1	-4%
COc1ccccc1NC(=O)OC[C@@H]1CSCCS(=O)(=O)N1	-9%
Cc1ccc(NC(=O)c2cc(-c3ccc[nH]3)n[nH]2)cc1F	10µM*
Cc1nn(C)cc1C(=O)N1CCC2(CC1)CC(c1ccccc1)C(=O)N2 (stereo not drawn)	24%
CN1CC2(CCN(Cc3cn(C)c4ccccc34)CC2)CC1C(=O)N1CCOCC1 (stereo not drawn)	36%
COc1cc(OC)c(C(=O)Nc2ccc3oc(C)nc3c2)cc1OC	25%
CCn1c(Cn2ccnc2C)nnc1C1CCN(C(=O)CCN)CC1	?
Cc1cc([N+](=O)[O-])ccc1N=Cc1ccc(C#Cc2ccccc2)cc1	-2%
Cc1cc2nc(CO[C@H]3CN(C4CCC4)C[C@H]3F)[nH]c2cc1C	53%[activator][176 µM]
COc1cccc2c1ccn2CC(=O)NCC1CCC(C(=O)O)CC1 (stereo not drawn)	5%
CN(C)C(=O)c1ccc(-c2ccc3ncnc(NCc4ccccc4)c3c2)cc1	?
CCOC(=O)c1c(NC(=O)COc2ccccc2)sc(Cc2ccc3c(c2)OCO3)c1C	-4%
Cn1cnc2c(oc3nc(C4CCCCC4)c4c(c32)CCC4)c1=O	-9%
Nc1nc2c(s1)C(c1cccc(F)c1)CC(=O)N2 (stereo not drawn)	16µM*
CN1[C@@H](CCC(=O)N2CCN(c3ccccc3)CC2)CNC(=O)[C@@H]2[C@H]1CCN2CC(C)(C)C	9%
NCCC1CCN(C(=O)Nc2ccccc2)CC1	52%[activator]

The results go on.
SMILES	ALOX12 inh
CN(C)C(CNC(=O)c1ccc(Br)o1)c1ccccc1 (stereo not drawn)	?
CC(C)CCN1CC(C(=O)NCCN(C)C)C2(CCOCC2)C1 (stereo not drawn)	76%[activator]
CCOc1cccc(C(=O)Nc2ccc3oc(=O)ccc3c2)c1	-8%
O=C(c1ccc2c(c1)OCO2)N1CCC(N2CCCOC2=O)CC1	7%[6.33 µM]
COc1nc2c(cc1CNC(=O)Cn1ccc(C)n1)C(=O)N(C1CCCC1)C2	16%
COc1ccc(OCC2(C)COc3ccc(C(=O)NC4CCC(O)CC4)cc3N2)cc1 (stereo not drawn)	-3%[176 µM]
c1ccc(Cc2noc(-c3nc(-c4ccc5c(c4)OCO5)no3)n2)cc1	6%
CCCc1cc(=O)oc2cc(C)cc(OCC(=O)C(C)(C)C)c12	?
Cn1c(=O)c2c(-c3ccccc3)n3c(c2n(C)c1=O)C(c1cccc(Cl)c1)OCC3(C)C (stereo not drawn)	?
CN(C(=O)c1cnn(-c2ncc3c(n2)-c2ccccc2CCC3)c1C1CC1)C1CCOC1 (stereo not drawn)	15%

Quoted from the results shown, 5 compounds:
SMILES	ALOX12 inh
CC(=O)c1ccc(-c2cc(F)cc3c2OC(CNC(=O)c2ccc[n+]([O-])c2)C3)s1 (stereo not drawn)	-1%
Cc1ccc(C(=O)N2CC=C(c3c[nH]c4ccccc34)CC2)cc1	?
COc1ccc(-c2noc(-c3cccn3CC(=O)Nc3cc(F)ccc3Cl)n2)cc1F	55%[activator]
O=S(=O)(O)CCSSCCS(=O)(=O)O	-20%[57.4 µM]
O=C(Cn1ccc2ccc(F)cc21)Nc1ccc(CCO)cc1	-14%

Carrying on:
SMILES	ALOX12 inh
O=C(CN(Cc1cccs1)CC1CCCO1)Nc1ccc2ccccc2c1 (stereo not drawn)	38%[activator]
Cc1cccc(C(=O)N2CCC3(CC2)CC(c2ccccc2)CN(C)C3)n1 (stereo not drawn)	8%
O=C(c1[nH]nc2c1CCc1ccccc1-2)N1CCC(c2noc(-c3ccncc3)n2)C1 (stereo not drawn)	-10%
Cc1ccc(S(=O)(=O)Nc2ccc(Nc3ccc([N+](=O)[O-])cc3[N+](=O)[O-])cc2)cc1	?
N#CCCn1cc(C(=O)N2CCCCC2)c(-c2ccc(Cl)cc2)n1	-5%
